# Compound activity: PubChem BioAssay, National Center for Advancing Translational Sciences (NCATS)
# ELG1 genotox = genotoxicity induction in ELG1-luciferase HEK293T cells; HEK293T ELG1-luciferase reporter, luminescence, 16 h; Potency, µM (series often up to 46 µM), inactives show at the top dose activity change, positive = activation, most hits filed as activators; 1.3% of 330,000 active; also: % of control where 0% means no effect; nearly all actives have a fitted effect of over 60% in size
#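 Cells (2,000/well) expressing the ELG1-luciferase fusion are dosed by pin tool and kept 16 hr at 37 °C, 5% CO2. Signal comes from ONE-Glo luciferase reagent after 30 min at room temperature.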
# FLuc modulator = counter-screen for miR-21 project: firefly luciferase inhibitors or activators; P08659; purified FLuc, Km substrates, luminescence inhibition; Potency, µM (titrated, usually from 57.5 µM), for the others: at the highest dose activity change, negative = inhibition, actives largely listed as inhibitors; 6.9% of 360,000 active;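 also: plate controls were vehicle for no effect and reference inhibitor for full effect; nearly all actives have a fitted effect of over 55% in size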
#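 Purified P. pyralis luciferase, 10 nM final, with Km-level 10 uM D-luciferin and 10 uM ATP in 50 mM Tris acetate pH 7.5, 10 mM Mg acetate, 0.01% Tween-20, 0.05% BSA; 6-point qHTS titration about 60 µM downward; luminescence read.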
# RORg inh = inhibitors of mouse ROR gamma transcriptional activity; 5.4% of 310,000 active; AID 2551; Drosophila S2 Gal4-RORgamma UAS-luciferase reporter, 20 h; Potency, µM (doses to about 53.6 µM), inactives show at the top dose activity change, negative = inhibition, hits mostly inhibitors; also: % is scaled to controls: 0 for no effect and ±100 for the full control effect; nearly all actives have a fitted effect of over 60% in size
# Target sequence (P51450 whole entry, looked up, the tested form may be a part): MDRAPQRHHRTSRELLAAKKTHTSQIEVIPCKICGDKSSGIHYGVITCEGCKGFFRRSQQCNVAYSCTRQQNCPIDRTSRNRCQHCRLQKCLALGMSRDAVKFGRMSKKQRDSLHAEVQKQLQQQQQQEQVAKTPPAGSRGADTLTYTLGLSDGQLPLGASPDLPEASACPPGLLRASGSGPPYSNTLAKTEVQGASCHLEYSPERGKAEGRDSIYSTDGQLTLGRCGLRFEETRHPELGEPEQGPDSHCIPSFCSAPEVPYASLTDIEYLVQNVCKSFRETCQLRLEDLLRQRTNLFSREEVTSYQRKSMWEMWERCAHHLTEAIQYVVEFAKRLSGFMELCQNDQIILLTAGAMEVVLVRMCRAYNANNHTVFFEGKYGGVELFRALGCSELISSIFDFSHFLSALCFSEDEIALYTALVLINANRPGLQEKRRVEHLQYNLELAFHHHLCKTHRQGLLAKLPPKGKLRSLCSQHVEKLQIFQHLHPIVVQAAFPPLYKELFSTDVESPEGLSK
#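 A Gal4/UAS one-hybrid system in insect cells: metallothionein-promoter Gal4–ROR gamma fusion plus Photinus luciferase reporter. Copper sulfate 700 uM final, 20 hr ambient incubation, luminescent detection after 10 min with reagent.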
# Gal4-VP16 FLuc = counter-screen for ROR gamma inhibitors: Gal4-VP16 reporter. 3.5% of 310,000 active. Potency, µM (doses to about 53.6 µM), for the others: at the top dose activity, negative = inhibition, most hits filed as inhibitors. Drosophila S2 Gal4-VP16 UAS-luciferase, luminescence, 20 h. AID 2546;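 also: Gal4-VP16 expression switched on by copper sulfate through the metallothionein promoter; % is scaled to controls: 0 for no effect and ±100 for the full control effect; nearly all actives have a fitted effect of over 50% in size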
# BRCA1 expr up = BRCA1 expression activation | MCF7-BRCA1-FFLuc reporter, luminescence, 48 h; response scale: scaled: vehicle 0%, 10 µM genistein 100% | 1.1% of 380,000 active | Potency, µM (top dose mostly 46.1 µM), for the others: top-dose activation, hits mostly activators; also: nearly all actives have a fitted effect of over 80% in size; some results filed as inactive show a strong effect at the top dose
#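 Cells: MCF7-BRCA1-FFLuc, 2000/well. Exposure: 48 h, 37 °C, 5% CO2. Read: luminescence, 15 min post-substrate. Controls: genistein 10 microM (maximal activation), DMSO (neutral).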
# MBNL1 CUG block = MBNL1-poly(CUG) RNA binding inhibition | 0.036% of 280,000 active | Q9NR56 | AID 2675 | Potency, µM (series often up to 57.5 µM), for the others: at the highest dose activity change, negative = inhibition, most hits filed as inhibitors | TR-FRET MBNL1-His/biotin-(CUG)12 binding, 665/545 ratio; active = well fitted inhibition curve with a large enough effect in the signal ratio, with a control signal flat, not every such curve was filed as active; inconclusive = small, poorly fitted or top-dose-only effect, or effect the other way, or a change in a side signal; inactive = no such curve, though single readings can be large or run the other way; the % refers to the signal ratio; also: % is scaled to controls: 0 for no effect and ±100 for the full control effect
# Target sequence (Q9NR56 whole entry, looked up): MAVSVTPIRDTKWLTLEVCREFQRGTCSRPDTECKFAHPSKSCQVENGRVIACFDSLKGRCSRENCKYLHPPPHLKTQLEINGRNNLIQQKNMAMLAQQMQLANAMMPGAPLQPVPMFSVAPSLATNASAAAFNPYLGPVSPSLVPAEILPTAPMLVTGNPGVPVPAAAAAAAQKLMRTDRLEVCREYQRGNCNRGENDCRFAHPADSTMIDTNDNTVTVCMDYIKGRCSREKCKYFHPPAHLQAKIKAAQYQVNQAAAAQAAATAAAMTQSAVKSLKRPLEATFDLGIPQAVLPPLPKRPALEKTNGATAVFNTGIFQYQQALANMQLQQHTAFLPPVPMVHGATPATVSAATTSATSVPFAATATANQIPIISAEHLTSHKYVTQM
#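 Inhibition of protein-RNA binding appears as loss of TR-FRET between terbium anti-His antibody on MBNL1-His and streptavidin-XL665 on biotin-(CUG)12. Activity is normalized to buffer-only and uninhibited-complex controls.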
# Rab9 promoter act = activators of Rab9 promoter; Huh7 Rab9 promoter-luciferase reporter, luminescence, 24 h; Potency, µM (titrated, usually from 9.22 µM), inactives show at the top dose activation, negative = inhibition, hits mostly activators; 2.8% of 320,000 active; also: % of control where 0% means no effect; nearly all actives have a fitted effect of over 60% in size
#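 Luciferase signal after 10 min detection reagent at ambient indicates Rab9 promoter upregulation; stably transfected Huh7 cells were treated 24 h with compound in DMSO at 37 °C, 5% CO2.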
# p53 reactivator = mutant p53 re-activation in reporter cells. Potency, µM (titrated, usually from 92.2 µM), for inactives: top-dose activity change, positive = activation, most hits filed as activators. 0.063% of 320,000 active. H1299 p53-A138V BP100-luciferase reporter, luminescence, 24 h. AID 504706; also: % of control where 0% means no effect; nearly all actives have a fitted effect of over 45% in size
#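 p53-null H1299 cells stably carrying temperature-sensitive p53-A138V and a BP100-luciferase reporter were pinned with compounds (4-point, 1:5 series) and held 24 hrs at 37 deg C. Luminescence was read 10 min after detection reagent.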
# uPA generation = cell surface uPA generation inhibition. Potency, µM (series often up to 38.3 µM), for the others: at the highest dose activity change, negative = inhibition, actives largely listed as inhibitors. cell surface uPA generation assay, qHTS. 0.31% of 330,000 active; active = well fitted inhibition curve with a large enough effect; inconclusive = small, poorly fitted or top-dose-only effect; inactive = no such curve, though single readings can be large or run the other way; tested in mouse RAW 264.7 cells; also: % is scaled to controls: 0 for no effect and ±100 for the full control effect; nearly all actives have a fitted effect of over 55% in size
# NPC1 prom act = activates the NPC1 promoter | Huh7 NPC1 promoter luciferase reporter, 24 h | Potency, µM (titrated, usually from 9.22 µM), inactives show top-dose activation, usual class: activators | 2.4% of 320,000 active | AID 485313;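 also: % of control where 0% means no effect; nearly all actives have a fitted effect of over 60% in size; reporter is driven by a mutant NPC1 promoter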
#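 NPC1 promoter–luciferase Huh7 cells; 24 h compound; luminescence.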
# * = called active by the depositor; ? = inconclusive; · = not tested or not shown; [ ] = another dose, or the depositor's remark. Unless noted, calls follow the shape of the dose curve; as a rule, active = well fitted curve in the direction sought with a large enough effect; inconclusive = small, poorly fitted or top-dose-only effect, or another doubt; inactive = no such curve, though single readings can be large; an effect the other way counts as inactive or inconclusive. Potency is read from the fitted curve at half-maximal effect.
# Preview (two entries):
SMILES,ELG1 genotox,FLuc modulator,RORg inh,Gal4-VP16 FLuc,BRCA1 expr up,MBNL1 CUG block,Rab9 promoter act,p53 reactivator,uPA generation,NPC1 prom act
COc1ccc(N2CCN(CCNC(=O)c3nnc(Cc4c(F)cccc4Cl)o3)CC2)cc1,-12%,4%,?,3%,2%[1.84 µM],0%,-1%,2%,-3%,0%
Cc1ccccc1C(=O)NC(CC(C)C)C(=O)Nc1cccc(S(=O)(=O)N(C)C)c1 (stereo not given),?,0%,0%,-8%,-6%,-2%,-2%,0%,3%,-5%

# All compounds of this part (from the top)
SMILES,ELG1 genotox,FLuc modulator,RORg inh,Gal4-VP16 FLuc,BRCA1 expr up,MBNL1 CUG block,Rab9 promoter act,p53 reactivator,uPA generation,NPC1 prom act
COc1ccc(N2CCN(CCNC(=O)c3nnc(Cc4c(F)cccc4Cl)o3)CC2)cc1,-12%,4%,?,3%,2%[1.84 µM],0%,-1%,2%,-3%,0%
Cc1ccccc1C(=O)NC(CC(C)C)C(=O)Nc1cccc(S(=O)(=O)N(C)C)c1 (stereo not given),?,0%,0%,-8%,-6%,-2%,-2%,0%,3%,-5%
CC1CN(C(=O)CCC(=O)NC(C)c2ccccc2)c2cc(Cl)ccc2O1 (stereo not given),-2%,5%,30%,-2%,-15%,-1%,1%,·,8%,-1%
COc1ccccc1N(C)C(=O)c1cc(S(=O)(=O)N2CCCC2)cn1C,3%,5%,-25%,-1%,27%,0%,1%,·,4%,-2%
CC(C)(CCC(=S)N1CCOCC1)C1CCCCC1,2%,?,?,-9%,20%,-1%,8%,18%,-2%,18%
CCOC(=O)c1sc(=S)n(Cc2ccccc2)c1N,2%,-16%,38%,8%,0%,?,-4%,9%,-1%,-1%
Cn1c(=S)[nH]c2cccnc21,0%,0%,-12%,1%,1%,-3%,-1%,-2%,-1%,-2%
CSCc1cc(N(C)C)nc(SCc2ccc(Cl)c(Cl)c2)n1,-3%,1%,11µM*,?,-37%,0%,-6%,-6%,5%,-2%
CC(C)CNC(=O)c1ccc(NC(=O)c2ccccc2[N+](=O)[O-])cc1,-3%,-2%,?,-9%,-1%,·,-5%,0%,-1%,-1%
OC(CNCc1ccccc1)c1ccccc1 (stereo not given),1%,-2%,-14%,-6%,0%,-13%,-3%,1%,-13%,-4%
Cc1[nH]c2ccc(OC(=O)N3CCOCC3)cc2c1C(=O)OC(C)C,-8%,-3%,40%,-20%,-52%,4%,-11%,-3%,·,-1%
CC(=O)C1=C(C)NC(SCC(=O)c2ccc(C)cc2)=C(C#N)C1c1ccco1 (stereo not given),1%,-14%,?,2.8µM*,·,?,-6%,-10%,·,-4%
CC1(C)CC(=O)C2=C(C1)N=c1s/c(=C/c3ccc(F)c(F)c3)c(=O)n1C2c1ccc(F)cc1 (stereo not given),1%,6%,?,0%,-2%,-1%,2%,5%,3%,-7%
Cc1nc(N2CCN(Cc3ccc(Cl)cc3)CC2)c2oc3ccccc3c2n1,0%,-8%,-35%,-5%,-61%,-7%,-9%,-1%,4%,-6%
N=C1S/C(=C\c2ccco2)C(=O)N1c1ccc2c(c1)OCO2,14%,?,19%,?,42%,18%,24%,3%,-8%,11%
Cc1ccsc1/C=N/NC(=S)NCCc1ccccc1,7%,-17%,1µM*,6.3µM*,8%,-10%,-2%,21%,-9%,13%
c1ccc2c(c1)nnn2CNc1nccs1,2%,3%,-19%,-2%,6%,-4%,-13%,-1%,1%,-1%
NC(=O)CSc1ccc(S(=O)(=O)N2CCOCC2)cn1,1%,0%,·,·,-3%,·,-3%,3%,-1%,-4%
CCN(CC)c1ccc(NC(=O)CSc2nc(C3CC3)nc3ccccc23)cc1C,-2%,4%,5%,-19%,-51%,-3%,-9%,0%,-18%,-30%
Cc1cc2nsnc2c(S(=O)(=O)N2CCN(C)CC2)c1C,-1%,1%,-17%,-1%,-2%,?,1%,-6%,-6%,1%
NC(=O)C1(N2CCCCC2)CCN(C(=S)Nc2ccc(F)cc2)CC1,-1%,-1%,-4%,-10%,-23%,2%,0%,-4%,0%,-8%
NC(=O)Cc1c[nH]c2cccc(O)c12,3%,-1%,1%,-3%,-27%,-1%,-1%,-1%,-1%,8%
Cc1ccc(C)c(NC(=O)C2CCCN(S(=O)(=O)c3c(C)nn(C)c3C)C2)c1 (stereo not given),-2%,-1%,12%,12%,-18%,-6%,-1%,-7%,3%,-2%
Cc1ccccc1-n1ncc2c1CC(C)(C)CC2NC(=O)CSc1ccncc1 (stereo not given),6%,1%,?,-8%,2%,-4%,-9%,-5%,8%,-5%
CCCN(C(=O)CSCc1ccc(Cl)cc1)c1c(N)n(Cc2ccccc2)c(=O)[nH]c1=O,0%,0%,·,·,-27%,·,-9%,4%,0%,-1%

# Reprinted at random: 6 entries already listed, in no set order.
SMILES,ELG1 genotox,FLuc modulator,RORg inh,Gal4-VP16 FLuc,BRCA1 expr up,MBNL1 CUG block,Rab9 promoter act,p53 reactivator,uPA generation,NPC1 prom act
CCOC(=O)c1sc(=S)n(Cc2ccccc2)c1N,2%,-16%,38%,8%,0%,?,-4%,9%,-1%,-1%
NC(=O)CSc1ccc(S(=O)(=O)N2CCOCC2)cn1,1%,0%,·,·,-3%,·,-3%,3%,-1%,-4%
CCN(CC)c1ccc(NC(=O)CSc2nc(C3CC3)nc3ccccc23)cc1C,-2%,4%,5%,-19%,-51%,-3%,-9%,0%,-18%,-30%
NC(=O)C1(N2CCCCC2)CCN(C(=S)Nc2ccc(F)cc2)CC1,-1%,-1%,-4%,-10%,-23%,2%,0%,-4%,0%,-8%
COc1ccc(N2CCN(CCNC(=O)c3nnc(Cc4c(F)cccc4Cl)o3)CC2)cc1,-12%,4%,?,3%,2%[1.84 µM],0%,-1%,2%,-3%,0%
Cc1[nH]c2ccc(OC(=O)N3CCOCC3)cc2c1C(=O)OC(C)C,-8%,-3%,40%,-20%,-52%,4%,-11%,-3%,·,-1%

# Next compounds follow:
SMILES,ELG1 genotox,FLuc modulator,RORg inh,Gal4-VP16 FLuc,BRCA1 expr up,MBNL1 CUG block,Rab9 promoter act,p53 reactivator,uPA generation,NPC1 prom act
Cc1ccc(NC(=O)CC2C(=O)N(Cc3ccccc3)C(=S)N2NC(=O)c2ccccc2)c(C)c1 (stereo not given),-5%,2%,-30%,?,-66%,·,-3%,-4%,-1%,-1%
CC(=NCC1CCCO1)c1c(O)[nH]c(=O)[nH]c1=O (stereo not given),-5%,2%,16%,3%,-2%,-8%,14%,-5%,3%,17%
Cc1ccc(C)c(NC(=S)N(CCc2nc3cc(C)c(C)cc3[nH]2)Cc2cccnc2)c1,0%,2%,?,-14%,-1%,-4%,0%,2%,4%,1%
CCOC(=O)C1=CN(Cc2cccc(F)c2)S(=O)(=O)N(C)C1CCc1ccccc1 (stereo not given),-2%,·,·,·,0%,·,·,0%,5%,·
Cc1ccc(C)n1-c1ccc(C(=O)N2CCC(C(N)=O)CC2)cc1,?,-1%,-25%,19%,3%,·,1%,7%,0%,-12%
COc1ccccc1NC(CC(=O)c1ccccc1)C(=O)OCC(=O)c1ccc(F)cc1 (stereo not given),1.6µM*,1.7µM*,-11%,-22%,-18%,-1%,13%,?,-8%,16%
Cc1cc(=O)n2[nH]c(SCc3ccc(Cl)cc3)nc2n1,1%,?,8%,-6%,0%,·,-1%,9%,-12%,0%
Cc1ccc(-n2nnnc2SCc2nnc(-c3ccccc3Br)o2)cc1,9%,-16%,5%,-3%,-2%,0%,-11%,2%,7%,-2%
CN1CCN(/N=C/c2nc(-c3cccc([N+](=O)[O-])c3)n3ccccc23)CC1,1%,-10%,25%,-5%,12%,?,-1%,2%,-1%,-2%
CCOC(=O)Nc1ccc2c(COC(=O)c3ccccc3O)cc(=O)oc2c1,?,?,?,20%,?,7%,24%,5%,0%,?
CCCOC(=O)c1ccc(NC(=O)CCC(=O)OCC)cc1,21%,-12%,-5%[10 µM],7%,36%,-14%,-1%,16%,-5%,15%
CCCCNC(=S)N(C)/N=C/c1c(F)c(F)c(F)c(F)c1F,-1%,1%,-1%,-10%,-62%,-18%,-1%,-6%,6%,-2%
COc1ccc(NC(=O)c2cc3c(Cl)nc4ccccc4c3s2)c(OC)c1,5%,0%,-9%,3%,-14%,·,-1%,-4%,2%,-4%
CN(Cc1cn[nH]c1-c1ccc2c(c1)OCO2)C1CCOCC1,0%,-1%,0%,7%,1%,-2%,-1%,-1%,-1%,-7%
COc1cc2c(cc1NC(=O)C(C)OC(=O)/C=C/c1ccc(OC(F)F)cc1)oc1ccccc12 (stereo not given),0%,-14%,13%,-9%,44%,-9%,27%,9%,-1%,23%
Cc1cccc(Nc2nc(NCc3ccco3)c3ccccc3n2)c1,-8%,?,19%,-9%,-50%,·,-21%,-9%,-13%,-5%
O=C(Nc1ccncc1)Nc1cccc(C(F)(F)F)c1,-22%,?,?,-22%,1%,-3%,-5%,-9%,?,2%
Cn1c2ccccc2c(=O)n2c(=O)c3ccccc3cc12,0%,?,-34%,17%,·,?,23%,8%,·,14%
CCOc1ccc(OCC(=O)Nc2nccs2)cc1,0.92µM*,0.95µM*,13µM*,-14%[10 µM],?,-2%,?,-6%,-9%,0.5µM*
